# bovine MsrA act: bovine MsrA enzyme activators, primary screen, biochemical, absorbance, HTS. purified bovine MsrA, absorbance read-out. activation, % at 10.6 µM. 360,000 compounds, 0.3% hits. AID 602163, 2012; in the data active = activation above about 7.5%;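 note: 0% = vehicle and 100% = reference activator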
# Neddyl block: inhibitors of cullin neddylation, primary screen, biochemical, TR-FRET, uHTS, NAE and Ubc12; 360,000 compounds, 0.58% hits; calls only at 25 µM; NEDD8-conjugating enzyme Ubc12 (Homo sapiens) + NEDD8-activating enzyme E1 regulatory …; in the data active = inhibition above about 36%
# CSN deneddyl inh: inhibitors of CSN-mediated cullin deneddylation, primary screen, biochemical, fluorescence polarization, uHTS; COP9 signalosome complex subunit 5 (Homo sapiens), Q92905; Purified CSN, SCF-Nedd8-OG deneddylation; inhibition, % at 12.5 µM; 360,000 compounds, 0.38% hits;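 active = pattern-corrected inhibition above about 35%, with an unprinted fluorescence ratio check between 0.5 and 1.5, limit read from the data, passing the limit was not always enough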;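 note: 0% = enzyme with substrate and 100% = substrate without enzyme; some results filed as inactive read as strong as hits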
# Target sequence (Q92905 whole entry, looked up, one chain of several): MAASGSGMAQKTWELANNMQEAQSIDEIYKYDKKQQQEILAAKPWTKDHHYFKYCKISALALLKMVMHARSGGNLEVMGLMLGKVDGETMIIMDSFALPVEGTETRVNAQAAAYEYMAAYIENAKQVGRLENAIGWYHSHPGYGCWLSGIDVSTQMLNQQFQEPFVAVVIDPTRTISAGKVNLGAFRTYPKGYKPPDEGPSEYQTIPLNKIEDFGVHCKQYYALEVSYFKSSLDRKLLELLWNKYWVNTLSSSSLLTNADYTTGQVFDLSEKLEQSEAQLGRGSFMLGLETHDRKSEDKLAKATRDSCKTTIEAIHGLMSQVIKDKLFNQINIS
#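 Detection – fluorescence polarization · System – HEK293T-derived human Csn5 enzyme · Controls – substrate-only high control, full reaction low control · Timing – 90 min, room temperature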
# Rin1 Abl inh: inhibitors of Rin1-Abl protein binding, primary screen, biochemical, TR-FRET. AID 588664, 2011. 360,000 compounds, 0.4% hits. inhibition, % at 7.35 µM. Tyrosine-protein kinase ABL1 (Homo sapiens) + Ras and Rab interactor 1 (Homo sapiens), …; in the data active = inhibition above about 5%, passing the limit was not always enough
# FAS-TE inh: FAS thioesterase domain inhibitors, primary screen, biochemical, fluorescence intensity, uHTS; recombinant FAS-TE, OMFH fluorogenic substrate, fluorescence endpoint; inhibition, % at 15 µM; 360,000 compounds, 0.67% hits;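 active = compounds whose normalised, plate-corrected inhibition of enzyme fluorescence in the single-dose primary screen is 50% or more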;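 note: 0% = DMSO with enzyme and 100% = substrate without enzyme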
# Tb MetRS inh: T. brucei MetRS inhibitors, primary screen, biochemical, luminescence. methionyl-tRNA synthetase (Trypanosoma brucei brucei). 360,000 compounds, 0.4% hits. inhibition, % at 11.9 µM. AID 624268, 2012. purified T. brucei MetRS, ATP depletion, Kinase-Glo luminescence;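 active = inhibition above a per-plate cutoff of the control wells' mean inhibition plus 3 SD, cut at about 5.5% in these data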;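 note: 0% = DMSO wells median and 100% = median of wells with control inhibitor compound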
#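 Dosing: 11.9 µM single point; system: parasite MetRS enzyme; technique: luminescence of leftover ATP; times: 15 min enzyme-compound preincubation, 2 h reaction, 10 min detection, 25 °C; replicates: each compound tested once; read-out basis: percent inhibition relative to median high and low control wells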
# PABP1 MLLE inh: inhibitors of PABP1 MLLE–PAM2 peptide binding, primary screen, biochemical, fluorescence polarization, FITC-PAM2, GST-MLLE; Polyadenylate-binding protein 1 (Homo sapiens), P11940; inhibition, % at 20 µM; 360,000 compounds, 0.36% hits; AID 588489, 2011; in the data active = inhibition above about 35%, passing the limit was not always enough;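 note: plate controls were DMSO wells with GST-MLLE for no effect and wells lacking GST-MLLE protein for full effect; some results filed as inactive read as strong as hits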
# Target sequence (P11940 whole entry, looked up): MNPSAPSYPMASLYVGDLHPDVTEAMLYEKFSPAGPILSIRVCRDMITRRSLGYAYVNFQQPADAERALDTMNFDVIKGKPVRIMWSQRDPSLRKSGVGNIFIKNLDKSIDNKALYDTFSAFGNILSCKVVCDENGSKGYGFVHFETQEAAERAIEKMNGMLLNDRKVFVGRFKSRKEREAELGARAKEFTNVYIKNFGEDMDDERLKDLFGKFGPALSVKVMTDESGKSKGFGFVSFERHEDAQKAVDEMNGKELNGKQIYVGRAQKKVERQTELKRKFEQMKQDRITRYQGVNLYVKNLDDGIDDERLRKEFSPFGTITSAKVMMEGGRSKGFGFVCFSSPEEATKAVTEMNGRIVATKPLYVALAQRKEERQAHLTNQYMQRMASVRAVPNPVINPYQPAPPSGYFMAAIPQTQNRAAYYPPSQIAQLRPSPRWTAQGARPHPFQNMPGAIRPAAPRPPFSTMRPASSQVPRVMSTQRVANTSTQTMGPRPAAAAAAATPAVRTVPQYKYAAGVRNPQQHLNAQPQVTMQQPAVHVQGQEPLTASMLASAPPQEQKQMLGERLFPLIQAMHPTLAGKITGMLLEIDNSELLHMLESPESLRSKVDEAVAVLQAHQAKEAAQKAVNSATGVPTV
# E coli Lon inh: inhibitors of E. coli Lon protease, primary screen, biochemical, fluorescence polarization. inhibition, % at 7.94 µM. purified E. coli Lon protease. P0A9M0. AID 602123, 2011. 360,000 compounds, 0.42% hits; in the data active = inhibition above about 13%, passing the limit was not always enough;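 note: 0% = enzyme with probe and DMSO and 100% = no enzyme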
# MsrA inh: bovine MsrA enzyme inhibitors, primary screen, biochemical, absorbance, HTS; Methionine sulfoxide reductase A (Bos taurus); purified bovine MsrA, absorbance read-out; inhibition, % at 15.5 µM; 360,000 compounds, 0.75% hits; in the data active = inhibition above about 4.5%;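 note: 0% = vehicle wells with enzyme and 100% = reference inhibitor wells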
# * marks the source's active call; other numbers are inactive results; i = inactive; / = not tested or not shown.
SMILES,bovine MsrA act,Neddyl block,CSN deneddyl inh,Rin1 Abl inh,FAS-TE inh,Tb MetRS inh,PABP1 MLLE inh,E coli Lon inh,MsrA inh
O=C(O)c1cc(-c2ccccc2Cl)n[nH]1,-11,i,0,2,-14,-1.1,-2,0,1.7
Oc1ccc(/C=N/Nc2nn3cnnc3c3ccccc23)cc1,-3,i,2,-6,-4,-1.5,-11,-9,3.4
N/C(=N\OC(=O)COc1ccc(Cl)cc1Br)c1cccnc1,-3,i,-5,0,3,1.6,-9,5,0.1
CCc1ccc(NC(=O)C2C3/C=C\CCCCC32)cc1 (stereo not drawn),-7,i,3,-1,-12,-0.5,6,-3,-0.3
CCN1CCN(C(=O)C(C)Nc2cc(Cl)c(OC)cc2OC)CC1 (stereo not drawn),-2,i,-14,-2,-6,0.2,35,10,0.8
CCOC(=O)N1CCN(C(=O)CSCC(=O)Nc2nc(-c3ccccc3)cs2)CC1,1,i,1,-1,-2,0.0,13,-7,-0.1
COCCCNC(=O)C[C@@H]1C[C@@]2(C(=O)OC)CCCCC=C2N(CCC2=CCCCC2)C1=O,-2,i,-2,/,-7,-0.3,/,-3,-1.0
CCCC(=O)NC(Nc1ccc(S(=O)(=O)Nc2cc(C)on2)cc1)(C(F)(F)F)C(F)(F)F,-3,i,-2,-2,-7,-0.7,14,0,-0.3
CCOC(=O)C1CCN(C(=O)CSc2ccccc2Cl)CC1,0,i,-11,4,-2,0.2,28,-3,2.3
O=C(NC1CCCC1)C(=O)N(Cc1cccnc1)C(C(=O)NCC1CCCO1)c1ccco1 (stereo not drawn),-1,i,8,-2,-3,-0.5,1,4,-0.9
Cc1cc(C)n(-c2nc3c(c(=O)[nH]c(=O)n3C)n2CC(O)COc2ccccc2C)n1 (stereo not drawn),-10,i,3,0,-8,-0.7,6,-2,-0.3
Cc1c(C(=O)NCc2ccc3c(c2)OCO3)oc2ccc(Br)cc12,-1,i,6,0,31,0.3,-10,-4,0.7
CCCCOC(=O)Nc1ccc(S(=O)(=O)Nc2cc(C)nc(C)n2)cc1,-6,i,3,3,-7,-0.6,-4,-4,-0.4
Cc1nn(Cc2ccc(F)cc2)c(C)c1NC(=O)c1cnn2c1NC(c1ccccc1)CC2C(F)(F)F (stereo not drawn),0,i,-3,4,-4,-0.2,9,1,/
Cc1ccc(C(=O)O)cc1-n1c(=O)n(Cc2ccccc2)c(=O)c2[nH]cnc21,0,i,3,0,-6,-1.0,-4,-7,0.4
O=C(CSc1nccc(-c2cccs2)n1)Nc1ccccc1,-6,i,0,-1,3,-1.0,10,0,-0.2
Cc1c(C(c2cccc(O)c2)c2c(C)n(C)n(-c3ccccc3)c2=O)c(=O)n(-c2ccccc2)n1C,-1,i,-8,-2,-11,-0.6,2,-4,-0.4
CCN(CC)c1ncnc2c1ncn2[C@H]1CN(Cc2ccncc2)C[C@@H](CO)O1,0,i,-2,7.7*,-3,-0.2,1,-1,0.1
COc1cc(Br)cc(C2C3=C(CCCC3=O)N(c3ccc(F)cc3)C3=C2C(=O)CCC3)c1O,-2,i,0,0,10,0.3,-3,3,0.5
NC(=O)c1ccsc1NC(=O)c1ccco1,-3,i,1,-2,-4,0.1,13,-5,2.1
O=C(NCc1cccc(F)c1)C1CCN(C(=O)c2sccc2-n2cccc2)CC1,-1,i,0,4,-8,0.4,6,5,2.8
Cc1cccc(N=C2NC(=O)/C(=C/C=C/c3ccco3)S2)c1,-4,i,53*,2,18,-0.2,-46,-31,2.4
Cc1noc(C)c1S(=O)(=O)N1CCN(Cc2ccc3c(c2)OCO3)CC1,-3,i,-1,-4,3,-0.4,1,2,0.8
COc1cc(SC#N)ccc1N=Cc1c(C)[nH]n(-c2ccc(Cl)cc2)c1=O,0,i,5,0,-16,-1.3,-2,-12,0.6
COC(=O)c1ccc2nc(-c3ccc(C)cc3)c(Cc3ccc(C)cc3)n2c1,1,/,-2,/,16,0.0,/,-7,-0.7
CC1=C(C(=O)N2CCCCCC2)CC(CC(=O)NCCN2CCOCC2)C(=O)N1CCC1=CCCCC1 (stereo not drawn),-3,i,-4,/,-4,-0.3,/,-1,-1.2
C=C(C)COc1ccc(-c2n[nH]c(C)c2-c2ccc(OC)cc2)c(O)c1,1,i,7,1,21,-0.6,-13,1,0.3
Cc1ccccc1NC(=O)Cn1nnc2ccccc21,-10,i,-10,1,-3,-1.3,-6,4,1.5
COc1ccc(N2CCN(S(=O)(=O)CCNC(=O)C3CC(=O)N(c4ccccc4)C3)CC2)cc1 (stereo not drawn),-1,i,2,-3,-5,-0.4,-3,-6,0.1
O=C(c1cccc(S(=O)(=O)N2CCCC2)c1)N1CCN(c2ncccn2)CC1,-2,i,4,0,-13,0.2,-2,-17,1.1

# Part of the list above in order of molecular weight, highest first.
SMILES,bovine MsrA act,Neddyl block,CSN deneddyl inh,Rin1 Abl inh,FAS-TE inh,Tb MetRS inh,PABP1 MLLE inh,E coli Lon inh,MsrA inh
COc1ccc(N2CCN(S(=O)(=O)CCNC(=O)C3CC(=O)N(c4ccccc4)C3)CC2)cc1 (stereo not drawn),-1,i,2,-3,-5,-0.4,-3,-6,0.1
CCN(CC)c1ncnc2c1ncn2[C@H]1CN(Cc2ccncc2)C[C@@H](CO)O1,0,i,-2,7.7*,-3,-0.2,1,-1,0.1
O=C(CSc1nccc(-c2cccs2)n1)Nc1ccccc1,-6,i,0,-1,3,-1.0,10,0,-0.2

# Additional compounds:
SMILES,bovine MsrA act,Neddyl block,CSN deneddyl inh,Rin1 Abl inh,FAS-TE inh,Tb MetRS inh,PABP1 MLLE inh,E coli Lon inh,MsrA inh
COc1ccc(S(=O)(=O)Nc2ccc3c(c2)n(C)c(=O)n3C)cc1,-2,i,-1,-2,0,-0.7,-11,-1,1.3
CC(C)OCCCNC(=O)C1CCC(CNS(=O)(=O)c2cccc3nsnc23)CC1 (stereo not drawn),-1,i,0,-3,-6,0.3,11,0,/
COc1ccc(C2C(C#N)=C(N)OC3=C2C(=O)CC(C)(C)C3)c(OC)c1OC (stereo not drawn),-3,i,-1,-1,-5,0.3,-11,-6,1.4
CCOC(=O)c1c(NC(=O)CC2Sc3ccc(C(F)(F)F)cc3NC2=O)sc(C)c1C (stereo not drawn),-3,i,-6,-5,-11,0.2,2,-15,-0.1
CC(=O)Nc1c(O)nc(SCC(=O)N2CCN(c3ccc(F)cc3)CC2)[nH]c1=O,-1,i,-3,1,-3,0.4,22,-11,1.1
COc1cc(/C=N/n2cnn(Cc3ccccc3Cl)c2=S)cc(OC)c1OC,-11,i,-6,4,11,-0.7,-2,0,1.9
O=[N+]([O-])c1ccc(Nc2nc(N/N=C\c3ccc4c(c3)OCO4)nc(N3CCCCC3)n2)cc1,-4,i,-2,-1,56*,0.6,4,1,1.7
COc1cc(COCC(O)CN2CCc3ccccc3C2)cc(OC)c1OC (stereo not drawn),-8,i,-5,6,-8,-0.9,0,-7,0.6
CCCS(=O)(=O)N1CCC(C(=O)N2CCN(Cc3ccccc3)CC2)CC1,-2,i,2,-1,-7,0.0,-17,-5,-0.7
CCOc1ccc(NS(=O)(=O)c2ccc(C(=O)NCc3cccnc3)cc2)cc1,-3,i,0,0,-3,-0.3,0,-3,-1.4
CCCOc1ccc(F)cc1-c1cc(C(=O)NCc2cc(OC)cc(OC)c2)[nH]n1,-3,i,-2,-4,18,-0.2,0,2,-0.2
Cc1cc(C(=O)N/N=C/C=C/c2ccc3c(c2)OCO3)n[nH]1,-6,i,-1,-4,-4,-0.8,-4,-6,8.9*
CCc1nnc(N/N=C/c2ccccc2Cl)n1N,2,i,-1,-6,-6,0.5,-2,-5,2.1
COc1cc(NC(=O)Nc2nnc([C@H]3C[C@H](O)[C@@H](CO)O3)s2)cc(OC)c1,-1,i,-4,2,-2,-0.3,3,-3,0.8
CC1CCCN(CCCNC(=O)c2ccc(CS(=O)(=O)c3c(Cl)cccc3Cl)o2)C1 (stereo not drawn),-1,i,-2,0,-5,-0.2,2,-11,1.4
CCC1CCCCN1C(=O)N[C@@H](CCSC)C(=O)OC (stereo partly drawn),-3,i,2,-3,-4,0.1,-5,-6,0.0
CCN(C[C@H]1N[C@@](Cc2ccccc2)(C(=O)OC)[C@H]2C(=O)N(Cc3ccccc3)C(=O)[C@@H]12)S(=O)(=O)c1ccc(OC)cc1,1,i,-2,-4,44,0.1,-8,-8,2.6
COc1ccc(C(=O)Nc2cnc3ccccn3c2=O)cc1,-7,i,2,-4,-2,-0.6,-12,-4,4.0
C=CCOc1ccc(C2c3c(oc4ccccc4c3=O)C(=O)N2CCCN2CCOCC2)cc1 (stereo not drawn),-10,i,-1,-2,6,-0.2,9,6,-0.2
Cn1c(=O)cc(OCCCC(=O)N2CCN(Cc3ccc4c(c3)OCO4)CC2)c2ccccc21,2,i,-2,-3,0,0.0,-1,-6,0.6
CCOc1ccc(C(=O)Oc2cc(C)[nH]c(=O)c2[N+](=O)[O-])cc1OCC,-3,i,-1,5,-6,0.2,-5,-2,0.9
CCOC(=O)c1cc(=O)n2nc(-c3ccc(C)cc3)nc2s1,-3,i,5,0,-4,0.4,-9,0,-0.7
C[C@H](NC(=O)CCn1nnc2ccccc2c1=O)C(=O)O,0,i,-2,-5,-8,-0.3,-1,-1,-1.1
OCC1(Cc2ccccc2)CCCN(Cc2ccc3c(c2)OCCO3)C1 (stereo not drawn),-2,i,4,0,0,0.9,4,-8,-0.6
O=C(Nc1ccc2nc(-c3cccnc3)[nH]c2c1)c1ccccc1F,1,i,1,-5,-6,0.2,4,-9,3.2
COC(=O)[C@@]12C[C@@H](CC(=O)NCc3cccc(C(F)(F)F)c3)C(=O)N(Cc3ccc4c(c3)OCO4)C1=CCC(C)(C)C2,/,i,2,/,/,-0.5,/,/,2.6
COc1ccccc1C(CNc1ncnc2sc(C)c(C)c12)N(C)C (stereo not drawn),-2,i,0,-4,-6,0.3,5,1,0.1
CC(C)CCNC(=O)CN(Cc1ccc2c(c1)OCO2)C(=O)Cn1nnc(-c2cccs2)n1,-1,i,2,-4,18,0.2,-4,5,-0.9
O=C(C(Cl)c1ccccc1)N1CCOCC1 (stereo not drawn),-4,i,1,0,-7,-0.1,-1,6,0.2
CN(N=Nc1nc[nH]c1C(N)=O)C1CCCCC1,-16,i,1,1,-8,-0.1,-4,2,4.6*
Cc1c(C(=O)Nc2nc3ccccc3[nH]2)oc2c(Cl)cccc12,4,/,4,0,7,-0.1,-1,-1,-0.4
O=C1C=CC(=O)N1c1cccc2cccnc12,0,i,-1,1,-6,0.1,11,-8,0.1
CCOC(=O)N1CCN(c2cc(C)c(C(C)=O)cc2F)CC1,-3,i,-3,1,-6,-0.5,-13,-2,1.1
O=C(NCc1ccccc1)c1onc(CS(=O)(=O)c2ccccn2)c1C(=O)NCc1ccccc1,-1,i,5,1,11,-0.2,5,-2,1.5

# Structures listed above printed as active in Rin1 Abl inh:
Molecule	bovine MsrA act	Neddyl block	CSN deneddyl inh	Rin1 Abl inh	Tb MetRS inh	PABP1 MLLE inh	E coli Lon inh	MsrA inh
CCN(CC)c1ncnc2c1ncn2[C@H]1CN(Cc2ccncc2)C[C@@H](CO)O1	0	i	-2	7.7*	-0.2	1	-1	0.1

# The order is random; any-hit rate near 4%.
